UTI89 phage lysis: protection from phage-mediated lysis, alamar blue read-out – E. coli UTI89, K1F phage, bacterial capsule biogenesis inhibitors (AID 488966) | E. coli UTI89 K1F phage lysis, alamar blue, 2 h; higher % means a stronger effect | one-dose inhibition, % at 100 µM; IC50 in µM for titrated hits | actives 0.02% (n = 340,000);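 active = phage lysis inhibition, versus mean bacterial control, above a set limit; inconclusive = no clear call, values can overlap the other calls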;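 also: capsule biogenesis inhibitors block K1F phage lysis so surviving cells raise fluorescence; higher fluorescence means more inhibition of phage lysis; actives were called in the ten point dose series up to 300 µM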
West Nile virus CPE: West Nile virus antiviral activity, cell-based, CPE readout (AID 1621); CPE inhibition, % at 10 µM; hits with a dose series show IC50 in µM; West Nile virus-infected cells, CPE inhibition; higher % means a stronger effect; actives 0.02% (n = 290,000); in the data active = a potency from the dose series; inconclusive = CPE inhibition mostly from about 3.7% at the one dose, without a potency; inactive = the rest, 99 in 100 with CPE inhibition below about 2.2%; also: strong numbers were not always called active
RSV CPE inhibition: inhibition of RSV-induced cytopathic effect – HEp-2 cells, primary 10 µM value included (AID 2391); one-dose CPE inhibition, % at 10 µM; IC50 in µM for titrated hits; HEp-2 cells, RSV-induced CPE inhibition; higher % means a stronger effect; actives 0.13% (n = 310,000); in the data active = a potency from the dose series; inconclusive = CPE inhibition mostly from about 23% at the one dose, without a potency; inactive = the rest, 99 in 100 with CPE inhibition below about 21%; also: strong numbers were not always called active
SV40 large T antigen: SV40 large T antigen inhibitors, biochemical (AID 1903) | SV40 large T antigen ATPase/helicase inhibition assay; higher % means a stronger effect | inhibition, % at 20 µM; hits with a dose series show IC50 in µM | actives 0.39% (n = 310,000); in the data active = a potency from the dose series; inconclusive = inhibition mostly from about 32% at the one dose, without a potency; inactive = the rest, 99 in 100 with inhibition below about 32%; also: strong numbers were not always called active
T cell modulator: T cell immune modulators affecting CD8 T cell-vesicle binding; 2C CD8+ T cell-vesicle binding, flow cytometry; active compounds read low; calls only at 7 µM; actives 0.068% (n = 330,000); AID 2052;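 active = response, share of CD8 T cells binding vesicles, and their 90th percentile fluorescence all below set limits, cut at about 80% in these data, passing the limit was not always enough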
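Read-out – percent CD8+ FL2 mean versus row control · System – murine 2C transgenic CD8+ T lymphocytes · Times – 1.5 h cell–vesicle binding at 37 °C, then 20 min icy labelling · Control set – naked vesicles low, QL9 vesicles with vehicle high · Detection – cytometric PE anti-B7-1 and Alexa647 anti-CD8 signals after 1% paraformaldehyde fixation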
NS5 inhibitors: Dengue-2 NS5 methyltransferase inhibitors, primary screen, biochemical, confirmation dose response (AID 588689); Dengue-2 NS5 methyltransferase capping enzyme assay, biochemical; higher % means a stronger effect; actives 0.3% (n = 340,000); one-dose inhibition, % at 25 µM; IC50 in µM for titrated hits; in the data active = a potency from the dose series; inconclusive = inhibition above about 29% without an active follow-up result
MgcRacGAP inhibition: MgcRacGAP GTPase-activating activity inhibitors, confirmation, biochemical, ADP Hunter fluorescence; actives 0.6% (n = 340,000); inhibition, % at 30 µM; hits with a dose series show IC50 in µM; MgcRacGAP-stimulated Rac1 GTP hydrolysis, ADP Hunter fluorescence; higher % means a stronger effect; GST-tagged Rac1 F28L mutant substrate;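 active = first-screen hits whose inhibition reached a set limit at any dose in the follow-up dose series; inconclusive = inhibition above the set first-screen limit but never retested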;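 also: fluorescence reports GDP produced by GAP-driven GTP hydrolysis; strong numbers were not always called active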
NTR1 agonist: agonists of NTR1, primary screen, imaging, U2OS cells, beta-arrestin-GFP, high content (AID 493036) | NTR1-U2OS beta-arrestin-GFP spot imaging, agonist mode | activation, % at 20 µM | actives 0.17% (n = 330,000);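 active = activation at or above 40% of the spot to cytoplasm intensity ratio, with at least 20 cells analyzed; inconclusive = wells under 20 cells, flagged as cytotoxic or low count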;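 also: 0% = DMSO without peptide and 100% = 100 nM NTR1 peptide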
Target sequence (P30989 whole entry, looked up): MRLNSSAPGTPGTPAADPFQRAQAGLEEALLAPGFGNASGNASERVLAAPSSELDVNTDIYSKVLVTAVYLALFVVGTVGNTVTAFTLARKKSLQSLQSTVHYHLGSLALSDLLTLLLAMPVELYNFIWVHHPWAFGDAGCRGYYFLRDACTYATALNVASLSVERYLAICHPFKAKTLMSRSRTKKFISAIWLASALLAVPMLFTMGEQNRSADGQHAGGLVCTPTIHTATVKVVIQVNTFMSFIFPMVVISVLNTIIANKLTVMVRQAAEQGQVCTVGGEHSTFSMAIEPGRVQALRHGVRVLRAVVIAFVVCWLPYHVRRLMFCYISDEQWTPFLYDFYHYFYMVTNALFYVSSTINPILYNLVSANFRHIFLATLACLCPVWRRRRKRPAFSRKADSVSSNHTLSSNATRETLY
PhoP inhibition: inhibitors of PhoP regulon expression, primary screen, Salmonella Typhimurium, GFP reporter (AID 1863). actives 0.16% (n = 300,000). S. Typhimurium PhoP-regulated promoter GFP reporter, 4 h; higher % means a stronger effect. one-dose inhibition, % at 50 µM; IC50 in µM for titrated hits;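 active = inhibition over 29.93%, a cutoff 3 SD above the screen mean, later confirmed by dose response; inconclusive = inhibition over 29.93% but no dose response follow-up; inactive = inhibition at most 29.93% or unconfirmed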;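 also: 0% = low Mg2+ inducing control and 100% = high Mg2+ repressing control; strong numbers were not always called active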
T cell modulator vesicle-bound %: also measured in T cell modulator; calls as there; double positive events, %; measured here: CD8+ vesicle-bound cell fraction;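 binding gate set so that unloaded-vesicle control wells show 10% double positive cells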
NTR1 agonist cell count 20 µM: recorded beside NTR1 agonist, whose call it bears; cell count; measured here: cell count, cytotoxicity flag
NS5 inhibitors pilot replicate: also measured in NS5 inhibitors; calls as there; inhibition, %; measured here: pilot screen replicate inhibition
* hit, by the source's call; i = inactive; ? = inconclusive; . = not tested or not shown; [ ] = another dose, or the depositor's remark.

SMILES	UTI89 phage lysis	West Nile virus CPE	RSV CPE inhibition	SV40 large T antigen	T cell modulator	T cell modulator vesicle-bound %	NS5 inhibitors	MgcRacGAP inhibition	NTR1 agonist	NTR1 agonist cell count 20 µM	PhoP inhibition	others
CN(C)Cc1nnnn1-c1cccc(-n2nnnc2CN(C)C)c1	0.4%	1.1%	0.2%	11%	i	40	-5%	11%	-1.1	71	-1%
Nc1ccc(S(=O)(=O)Nc2ccc(C(=O)c3ccccc3)cc2)cc1	0.0%	-0.6%	12%	6%	i	53	-7%	11%	0.7	71	-5%
COc1ccc(N2CCN(C(=O)c3ccc(CNS(=O)(=O)c4cccc(OC)c4)cc3)CC2)cc1	0.1%	-1.3%	3.2%	34%	i	12	5%	20%	1.0	55	-1%
CCCCCCC(=O)N/N=C/c1ccc(Br)cc1	2.6%	-0.5%	6.5%	23%	i	30	-7%	7%	6.1	57	5%
Cc1ccc(NC(=O)CCSCCc2ccccn2)cc1	0.3%	0.0%	-0.6%	7%	i	31	-9%	8%	0.5	67	-8%
COc1cccc(-c2sc3ccccc3c2-c2ccc(OCCN3CCCCC3)cc2)c1	2.7%	.	.	.	i	16	-2%	5%	14	75	.
O=C(NCC(=O)N(Cc1ccco1)C(C(=O)NC1CCCCC1)c1cccnc1)c1ccco1 (stereo not given)	0.6%	0.0%	1.5%	1%	i	31	-9%	4%	1.3	94	-3%
COc1ccc(OCC(O)CN2CCCCC2)cc1 (stereo not given)	0.0%	0.2%	0.7%	0%	i	22	-3%	7%	-1.1	92	9%
CCOCCOC(=O)c1[nH]c2c(c1C)C(=O)CC(c1ccc(N(C)C)cc1)C2 (stereo not given)	7.1%	0.3%	-0.1%	9%	i	49	0%	11%	1.0	72	-10%
O=C(Nc1ccccc1N1CCN(c2ccccc2)CC1)c1ccccc1F	2.9%	-1.2%	-0.4%	1%	i	23	-1%	-2%	0.5	25	-4%
CCN(CC)c1ccc2c(C)cc(=O)oc2c1	-1.4%	.	5.5%	.	i	31	1%	5%	2.0	73	.
CCC(=O)N1CCN(c2ccc(OC)cc2[N+](=O)[O-])CC1	7.5%	-0.7%	2.0%	6%	i	56	1%	-8%	2.7	48	0%
O=[N+]([O-])c1ccc(C(=Nc2cccc3ccccc23)N2CCOCC2)cc1	0.6%	0.1%	8.1%	-20%	i	54	1%	9%	0.3	80	17%	NS5 inhibitors pilot replicate=0.0
C#CCOCCOCCOCCNc1nc(N2CCN(C(=O)[C@H]([C@@H](C)CC)n3cc([C@@H](N)CO)nn3)CC2)nc(N2CCN(C(=O)[C@H](Cc3ccc(O)cc3)n3cc([C@@H](N)C(C)CC)nn3)CC2)n1 (stereo not given in full)	3.0%	0.3%	0.5%	7%	.	.	4%	-2%	2.1	56	-6%
CCN(c1ccccc1)S(=O)(=O)c1nnc(NC(=O)c2ccco2)s1	0.0%	-0.5%	2.0%	.	i	39	-3%	7%	-2.2	58	.
CN1CCN(S(=O)(=O)c2ccc(NC(=O)Cc3ccc([N+](=O)[O-])cc3)cc2)CC1	0.0%	0.1%	2.6%	-1%	i	22	-2%	-4%	-0.6	58	4%
Cc1ccc(NC(=S)N(Cc2ccc(Br)cc2)Cc2ccc(C(=O)O)cc2)cc1C	-0.3%	-0.2%	14%	6%	i	47	-2%	9%	0.4	44	-3%
CC(=O)NS(=O)(=O)c1cccnc1Nc1cccc(Cl)c1	0.6%	0.1%	0.8%	3%	i	31	3%	5%	-0.1	54	8%
Cc1ccccc1-n1nc(C)c2cc(C(=O)N3CCOCC3)sc21	0.2%	0.0%	0.0%	9%	i	15	2%	2%	-1.1	54	25%
COC(=O)COC(=O)c1ccccc1NC(=O)c1ccccc1	0.2%	0.5%	1.7%	15%	i	52	-4%	8%	0.3	89	-5%

The final 2 entries of the part before are carried over, then new ones follow:
SMILES	UTI89 phage lysis	West Nile virus CPE	RSV CPE inhibition	SV40 large T antigen	T cell modulator	T cell modulator vesicle-bound %	NS5 inhibitors	MgcRacGAP inhibition	NTR1 agonist	NTR1 agonist cell count 20 µM	PhoP inhibition	others
Cc1ccccc1-n1nc(C)c2cc(C(=O)N3CCOCC3)sc21	0.2%	0.0%	0.0%	9%	i	15	2%	2%	-1.1	54	25%
COC(=O)COC(=O)c1ccccc1NC(=O)c1ccccc1	0.2%	0.5%	1.7%	15%	i	52	-4%	8%	0.3	89	-5%
COC(=O)CNC(=O)CSc1nc2c(sc(=S)n2-c2ccccc2)c(=O)[nH]1	0.2%[50 µM]	1.5%	1.0%	7%	i	51	-3%	4%	-0.6	73	4%
O=C(CCn1cnnn1)N1CCCC(Nc2ccc(F)cc2)C1 (stereo not given)	1.0%[50 µM]	0.0%	1.5%	14%	i	4	0%	-8%	0.6	70	6%
Cc1ccc(CN(C)S(=O)(=O)c2c(C)noc2/C=C/N(C)C)cc1	-0.3%	0.3%	0.4%	.	i	17	-12%	-8%	1.4	66	-1%
CN1C(=O)N(CC(=O)Nc2nccs2)C(=O)C12CCCCC2	0.5%[50 µM]	.	0.2%	.	i	28	-8%	5%	1.3	47	.
COc1ccccc1/C=N/NC(=O)C1=NNC(c2ccccc2)(c2ccccc2)C1	.	.	1.5%	15%	i	18	.	.	-0.3	89	-9%
CCCOc1ccc(N2C(=O)CC(N3CCN(C(=O)c4ccco4)CC3)C2=O)cc1 (stereo not given)	-0.2%	-0.2%	-1.1%	7%	i	31	-12%	2%	-0.2	89	10%
Cc1ccc(NC(=O)CN2C(=O)S/C(=C\c3cc(C)n(C)c3C)C2=O)cc1	2.8%	-0.5%	1.0%	0%	i	17	-9%	4%	0.2	39	12%
O=C(CNC(=S)NC(=O)C1CCCCC1)c1ccccc1	0.0%[50 µM]	-0.2%	2.3%	-3%	i	24	-10%	-5%	-0.3	55	-1%
O=C(O)CC(NC(=O)CC(c1ccccc1)c1ccccc1)c1cccc([N+](=O)[O-])c1 (stereo not given)	-0.1%	-0.5%	1.0%	5%	i	17	-5%	7%	-1.3	87	4%
CN(CC(=O)Nc1cccc([N+](=O)[O-])c1)S(=O)(=O)c1ccccc1	0.0%	-0.4%	2.7%	10%	i	25	-2%	2%	2.1	45	0%
O=C(NC1CCCC1)c1cccc(Oc2ccccc2)c1	0.1%	-0.4%	3.5%	6%	i	45	5%	-5%	1.2	73	-3%
Cc1ccc(C(=O)N2CCN(c3ccccc3Cl)CC2)cc1[N+](=O)[O-]	0.0%	-1.7%	7.0%	0%	i	40	-5%	9%	1.7	35	7%
O=C(COC(=O)/C=C/c1cccc([N+](=O)[O-])c1)NCCCN1CCCC1=O	-0.4%	-0.2%	7.4%	0%	i	27	-14%	1%	0.7	46	11%
Cc1cc(-c2ccc(C(C)C)c(S(=O)(=O)N3CCN(c4ccccn4)CC3)c2)on1	0.3%	0.6%	4.8%	9%	i	32	-9%	10%	3.6	64	-6%
COc1ccc2oc3ccc(OC)cc3c(=O)c2c1	1.1%	-0.3%	15%	10%	i	50	-7%	4%	0.5	84	-6%
CSc1nnc(CCCCCCCCc2nnc(SC)o2)o1	0.0%	-1.2%	2.2%	10%	i	19	-5%	3%	0.8	59	-6%
Cc1ccc(C)c(Cn2nc(-c3cc(C)ccc3C)ccc2=O)c1	0.1%	-1.2%	?	24%	i	38	-6%	5%	19	77	-5%
CC(Sc1cccc[n+]1[O-])C(=O)NC1CCCCC1C (stereo not given)	0.6%[50 µM]	.	.	.	i	41	8%	5%	0.6	60	.
Cc1nonc1OCCNCc1c(C(=O)N(C)C)nc2ccc(Cl)cn12	-0.2%	0.1%	-1.2%	7%	i	62	0%	4%	-1.2	51	6%
Nc1nnc(SCC(=O)Nc2ccc(F)c(Cl)c2)n1-c1ccccc1	1.0%	0.9%	0.0%	-1%	i	40	-3%	10%	-1.8	56	-2%
O=c1oc2ccccc2cc1-c1ccccc1	0.2%	-0.3%	2.2%	-2%	i	60	-3%	5%	-0.9	72	-6%
CCOC(=O)N1CCN(C(=O)Cn2nc(C)c3sc4ccccc4c3c2=O)CC1	0.9%	-0.1%	2.5%	3%	i	59	10%	9%	-0.9	37	5%
Clc1ccc(C(c2ccccc2)N2CCN(c3ccccn3)CC2)cc1 (stereo not given)	0.1%	-0.6%	?	11%	i	21	5%	11%	7.7	64	-9%
Cc1cccc2c1cnn2C(=O)CCC(=O)NCc1ccc(F)cc1	7.5%	-0.2%	1.1%	.	i	31	1%	7%	0.0	62	.
COC(CNC(=O)C1CCCN(S(=O)(=O)c2ccc3c(c2)oc(=O)n3C)C1)OC (stereo not given)	0.3%	-0.4%	1.5%	9%	i	39	-7%	6%	0.3	58	0%
COc1ccc(-c2ccc(=O)n(CC(=O)NC3CCc4ccccc43)n2)cc1OC (stereo not given)	0.2%	-0.1%	1.3%	5%	i	62	-6%	11%	-0.4	24	12%
CCc1cccc(CC)c1NC(=O)CCCSc1nc2ccccc2s1	2.0%	-1.0%	-0.2%	5%	i	48	-7%	7%	3.1	34	-14%
O=C(NCC(=O)N1CCN(S(=O)(=O)c2c(F)cccc2F)CC1)c1ccccc1F	0.6%[50 µM]	.	.	.	.	.	-9%	-3%	1.9	67	.
CCCOC(=O)c1ccc(NC(=O)c2cccc(S(=O)(=O)N3CCN(C(C)=O)CC3)c2)cc1	-0.5%	-0.6%	?	7%	i	26	-3%	6%	0.7	40	-2%
Cn1nc(C(F)(F)F)c(/C=N/OC(=O)c2ccccc2Cl)c1SCc1ccc(Cl)cc1	0.3%	-0.6%	?	4%	i	22	0%	4%	4.7	80	-5%	NS5 inhibitors pilot replicate=1.2
CN(c1ccccc1C(=O)Nc1ccc2c(c1)OCO2)S(C)(=O)=O	-0.9%	0.2%	1.1%	10%	i	33	-2%	10%	-0.4	72	14%
COc1ccc(C(=O)Nc2cc3c4c(c2)C(C)C(=O)N4CCC3)c(OC)c1 (stereo not given)	1.7%[50 µM]	.	0.3%	13%	i	39	-6%	4%	1.4	40	-6%

Bioassay records deposited in PubChem by several laboratories.
